IL-2 act: IL-2 activation. IL-2 activation reporter assay, cell-based qHTS; stimulated with anti-CD3/CD4/CD28 beads; in transgenic mouse T cells. activation, % (series mostly up to about 46 µM). hit rate 0.065% among 360,000; in the data active = activation above about 50%; inconclusive = mostly about 30% to 49%; note: 0% is about no effect
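Readout is EGFP and DsRed signal by fluorescent plate cytometry after 18 h at 37 degrees C. Transgenic mouse T cells (750/well) received compound for 60 min before bead stimulation (anti-CD3, anti-CD4, anti-CD28); memory T cells served as non-tolerant control.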
EPAC1 agonist: activates human EPAC1 exchange factor; O95398; Potency, µM (titrated, usually from 154 µM), without a hit: top-dose activation, most hits filed as activators; hit rate 0.073% among 360,000; EPAC1 agonist qHTS, biochemical assay; response scale: 100% = response to 6.5 mM cAMP; note: potency is the fitted concentration of half-maximal effect; nearly all actives have a fitted effect of over 60% in size
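Multi-concentration qHTS readout: loss of Rap1B-bound BODIPY-GDP fluorescence driven by 100 nM EPAC1 with excess GDP (50 uM), monitored kinetically at room temperature; agonist response expressed relative to 6.5 mM cAMP.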
PI5P4Ka inh: blocks human PI5P4K alpha kinase activity | P48426 | max response, % | PI5P4Kalpha enzyme, ADP-Glo luminescence, 60 min; stronger effect = lower value | AID 652105 | hit rate 1.2% among 330,000; active = max response of -50% or lower; inconclusive = between -30% and -50%; inactive = -30% or higher; note: value at the top dose of about 77 µM; % is set by controls: 0 for no effect and ±100 for the full control effect
Target sequence (P48426 whole entry, looked up): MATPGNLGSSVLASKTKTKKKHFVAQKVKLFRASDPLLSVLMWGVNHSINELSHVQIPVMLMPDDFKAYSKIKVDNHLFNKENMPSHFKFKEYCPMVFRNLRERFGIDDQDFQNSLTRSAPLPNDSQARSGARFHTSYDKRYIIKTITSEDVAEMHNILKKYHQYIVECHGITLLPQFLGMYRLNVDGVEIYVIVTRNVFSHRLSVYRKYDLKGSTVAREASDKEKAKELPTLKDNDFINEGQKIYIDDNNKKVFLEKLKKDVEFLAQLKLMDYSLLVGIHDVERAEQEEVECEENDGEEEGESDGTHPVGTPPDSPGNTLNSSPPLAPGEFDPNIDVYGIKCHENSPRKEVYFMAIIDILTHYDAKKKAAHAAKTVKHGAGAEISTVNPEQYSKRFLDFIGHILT
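PI5P4Kalpha ADP-Glo assay; 5 microM ATP final; 60 min RT reaction; HEPES pH 7.4/EGTA/CHAPS, 5% DMSO; controls lacking substrate or enzyme; luminescent end-point.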
PLK1 PBD block: inhibitors of human PLK1 polo-box domain binding | Plk1 PBD binding of FITC phosphopeptide, fluorescence polarization | Potency, µM, without a hit: max response, negative = inhibition, hits mostly inhibitors | hit rate 2.8% among 360,000 | AID 720504; note: potency is the fitted concentration of half-maximal effect; series mostly up to about 57 µM; % is set by controls: 0 for no effect and ±100 for the full control effect; nearly all actives have a fitted effect of over 65% in size
GLP1R inv ag: acts as inverse agonist at human GLP-1 receptor; P43220; HEK293 GLP-1R CRE-luciferase, luminescence, 24 h; GLP-1R form is constitutively active; Potency, µM (highest dose often 38.3 µM), without a hit: at the top dose activity change, negative = inhibition, hits mostly inhibitors; hit rate 1.6% among 410,000; note: potency is the fitted concentration of half-maximal effect; % is set by controls: 0 for no effect and ±100 for the full control effect; nearly all actives have a fitted effect of over 55% in size
Target sequence (P43220 whole entry, looked up): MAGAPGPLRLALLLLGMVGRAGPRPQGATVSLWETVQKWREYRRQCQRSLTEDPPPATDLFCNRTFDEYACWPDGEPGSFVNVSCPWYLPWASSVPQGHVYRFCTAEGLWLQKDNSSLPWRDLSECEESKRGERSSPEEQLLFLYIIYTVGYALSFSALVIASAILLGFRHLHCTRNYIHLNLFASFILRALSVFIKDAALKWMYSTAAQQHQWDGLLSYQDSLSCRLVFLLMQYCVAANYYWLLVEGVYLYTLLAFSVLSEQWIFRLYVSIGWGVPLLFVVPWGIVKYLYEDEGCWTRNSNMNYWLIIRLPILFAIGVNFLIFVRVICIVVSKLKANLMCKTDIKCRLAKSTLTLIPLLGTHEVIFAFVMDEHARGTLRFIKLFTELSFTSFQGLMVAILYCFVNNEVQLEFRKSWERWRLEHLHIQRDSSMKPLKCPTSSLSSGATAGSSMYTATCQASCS
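Assay principle: reduced luminescence from a cAMP-responsive reporter in HEK293 cells co-expressing a constitutively active GLP-1R. Conditions: 24 hr compound incubation, 37 deg C, 5% CO2.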
HEK293 tox: cytotoxicity in counter-screen for GLP-1R inverse agonists; HEK293 cAMP-luciferase reporter cells, luminescence, 24 h; Potency, µM (highest dose often 38.3 µM), for the others: top-dose activity change, negative = inhibition, usual class: inhibitors; hit rate 0.13% among 410,000; AID 624418;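 note: loss of luciferase light is scored as toxicity; potency is the fitted concentration of half-maximal effect; % is set by controls: 0 for no effect and ±100 for the full control effect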
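1536-well qHTS counterscreen of the MLSMR; 200 cells/uL, 12 h pre-incubation, 23 nL cpd, 24 h at 37 deg C 5% CO2, luciferase detection reagent, 12 min RT, luminescence. Inhibition = undesired.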
EPAC1 antagonist: blocks human EPAC1 exchange factor. EPAC1 GEF assay, Rap1b-BODIPY-GDP exchange fluorescence. Potency, µM (series often up to 115 µM), inactives show at the top dose activity change, negative = inhibition, most hits filed as inhibitors. hit rate 0.14% among 360,000. AID 720709;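 note: potency is the fitted concentration of half-maximal effect; plate controls were vehicle for no effect and positive control for full effect; nearly all actives have a fitted effect of over 50% in size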
PTHR1 ag: PTHR1 (human) receptor agonism | hit rate 0.075% among 410,000 | AID 743266 | Q03431 | Potency, µM (titrated, usually from 115 µM), inactives show top-dose activation, actives largely listed as activators | HEK293 GP2 PTHR1 cells, GloSensor cAMP luminescence, 1 h; note: potency is the fitted concentration of half-maximal effect; nearly all actives have a fitted effect of over 55% in size; some results filed as inactive show a strong effect at the top dose; inactives centre near -15; many of its hits are not listed in these tables
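HEK-293-derived GP2 cells expressing PTHR1 and a GloSensor cAMP reporter, 3,000/well, plated overnight, given luciferin plus IBMX (each 0.5 mM as added) for 1 h at 37 °C, then compound for 1 h at 37 °C. Luminescence was read after 15 min at room temperature.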
GLP1R ag: activates the human GLP-1 receptor | HEK293 GLP-1R CRE-luciferase, luminescence, 4-6 h; cells express a hypersensitive GLP-1R form | Potency, µM (highest dose often 45.6 µM), inactives show top-dose activation, usual class: activators | hit rate 0.007% among 380,000; note: potency is the fitted concentration of half-maximal effect; % of control where 0% means no effect
* marks the source's active call; other numbers are inactive results; i = inactive; u = inconclusive; x = not tested or not shown; & = joins results of further samples; [ ] = dose if it differs, or a comment. Unless noted, calls come from the whole dose curve; as a rule, active = well fitted curve in the direction sought with a large enough effect; inconclusive = small, poorly fitted or top-dose-only effect, or another doubt; inactive = no such curve, though single readings can be large; an effect the other way counts as inactive or inconclusive. The list is partial; count on the stated rates, not on these rows.

SMILES	IL-2 act	EPAC1 agonist	PI5P4Ka inh	PLK1 PBD block	GLP1R inv ag	HEK293 tox	EPAC1 antagonist	PTHR1 ag	GLP1R ag
Clc1ccc2c(c1)C(c1ccccc1Cl)=NCc1nnc(Br)n1-2	-0.2	5%	-15	-8%	-14%	-9%	13%	i	-1%
CSCCC(c1nnnn1Cc1ccccc1)N1CCC2(CC1)C(=O)NCN2c1ccccc1 (stereo not given)	0.4	6%	0	1%	-14%	-8%	-5%	-13%	-3%
O=C1NC(=O)N(c2ccccc2)C(=O)/C1=C\c1ccc([N+](=O)[O-])s1	-0.8	-4%	-74*	5.3µM*	0%	-24%	u	-12%	-2%
CC=C(CC)C1(CCC)C(=O)NC(=S)NC1=O	-3.5	3%	-2	-7%	3%	-9%	-5%	i	-8%
C=C1[C@H]2C[C@H]3[C@H]4N5C[C@]6(C)CCC[C@]47[C@H]([C@H]2O)[C@]3(C[C@]5(O)[C@H]67)[C@@H]1O	1.1	-13%	-1	-13%	5%	1%	-14%	-11%	-2%
Cn1cccc1/C=C1\C(=O)NC(=O)N(Cc2ccccc2Cl)C1=O	0.5	-7%	-69*	u	16%	-15%	79µM*	-67%[inhibitor]	5%
COC(=O)C1=C(c2cccc(OCc3ccccc3)c2)C[C@@H]2CC[C@H]1N2C(=O)NCc1ccc2[nH]ccc2c1	0.1	-8%	0	-8%	u	-20%	-19%	-7%	4%
CCCCCCOC(=O)c1ccccc1N	-2.6	1%	-7	-7%	0%	-1%	-2%	-8%[57.5 µM]	1%
CSc1ccc(CN2CCN(C(=O)COc3ccc(C)cc3)CC2)cc1	-0.7	7%	3	-4%	u	2%&-6%	32%[activator]	-19%&-32%	7%
O=C(CCC(=O)N1C[C@H]2C[C@@H](C1)c1cccc(=O)n1C2)NCc1cccc(C(F)(F)F)c1	0.8	-16%	0	-11%	-20%	0%	-1%	-5%	-4%
CCCCCN1C(=O)c2cc(OC)ccc2[C@@]2(C(=O)OCC)Cc3cc(Cl)ccc3[C@@H]12	-1.0	-3%	-1	4.7µM*	u	u	-12%	-57%	-14%
CC(=O)N1CCN(c2ccc(N=Cc3c(O)n(-c4ccc(Cl)cc4)c(=O)[nH]c3=O)cc2)CC1	2.0	-1%	-22	-5%	-12%	-2%	2%	i	-2%
Cn1cnnc1Sc1cc(N2CCNCC2)ccc1[N+](=O)[O-]	-0.6	-5%	1	-7%	16%	u	-23%	i	-9%
CC(NCc1ccc([N+](=O)[O-])cc1)C1COc2ccccc2O1 (stereo not given)	-0.3	13%	0	-27%	u	33%[activator]	-13%	i	25%
CSc1nc(N2CCN(C)CC2)c2ccccc2n1	3.3	4%	10	-4%	-25%	-8%	-2%	i	-2%
CC(=O)Nc1cc([As](=O)(O)O)ccc1O	-0.1	-15%	3	-10%	0%	4%	-2%	-29%	1%&-4%
COc1cc(C(=O)O)cc(OC)c1OC	0.4	-19%	3	-1%	0%	3%	9%	-12%	1%
O=C(N/N=C/c1c(O)ccc2ccccc12)C(=O)N1CCCC1	-1.2	-27%	-11	11%	u	68%[activator]	-4%	-1%	4%
C=C(C=O)CC1CC(O)[C@]2(C)OC3CC4OC5C[C@]6(C)O[C@]7(C)CCC8OC9C[C@]%10(C)OC%11C(C)=CC(=O)OC%11CC%10OC9C[C@@H](C)C8OC7CC6O[C@]5(C)CC5OC5C4OC3CC2O1 (stereo not given in full)	-0.9	2%	-3	-28%	u	-11%	2%	-31%[inhibitor]	23%
Cc1c(P(=S)(c2ccccc2)c2ccccc2)[n+]2ccccc2n1C	0.6&-0.1	-19%&14%	0	-7%	-1%	-15%	-9%&-6%	-15%	-3%&1%

An excerpt from above, showing only GLP1R ag and IL-2 act.
structure	GLP1R ag	IL-2 act
CSc1nc(N2CCN(C)CC2)c2ccccc2n1	-2%	3.3
CC(=O)Nc1cc([As](=O)(O)O)ccc1O	1%&-4%	-0.1

Going on with the list.
SMILES	IL-2 act	EPAC1 agonist	PI5P4Ka inh	PLK1 PBD block	GLP1R inv ag	HEK293 tox	EPAC1 antagonist	PTHR1 ag	GLP1R ag
Cc1ccc(N2C(=O)NC(=O)/C(=C\c3cn(CC(=O)O)c4ccccc34)C2=O)cc1	-0.1	-11%	-5	27µM*	19%	1%	18%	16%	-3%
CCn1c(=N)n(Cc2ccccc2F)c2ccccc21	-0.6	10%	5	-14%	u	-9%	-15%	i	-1%
Cc1cc(Cl)ccc1OCC(=O)O	-0.4	10%	1	-9%	-1%	-2%	4%	-22%	-2%
CC(=O)Nc1ccc([As](=O)(O)c2ccc([N+](=O)[O-])cc2)cc1	-1.5	9%	-14	-10%	18%	-10%	-1%	i	-1%
CC1=C(N2CC2)C(=O)C(CO)=C(N2CC2)C1=O	-7.1	-2%	0	0%	u	0.79µM*	4%	i	-37%[inhibitor]
O=[N+]([O-])c1ccc2c(c1)Cc1cc(O)ccc1-2	-2.7	11%	-1	-4%	-2%	18%	8%	-13%	12%
COCCCN=Cc1c(O)[nH]c(=S)[nH]c1=O	1.0	4%	-3	-7%	7%	-1%	-17%	5%	-4%
COCCCN1Cc2ccccc2C1=N	-1.8	5%	x	-5%	3%	0%	6%	i	1%
O=C1Nc2ccccc2C1Cc1nc2ccccc2c(=O)n1-c1ccccc1 (stereo not given)	-1.3	20%	-17	21µM*	28%	-2%	0%	i	0%
CCOC(=O)c1cccc(C2=C(CNC(=O)c3ccc([N+](=O)[O-])cc3)[C@H]3CC[C@@H](C2)N3Cc2ccccc2)c1	-4.4	-12%	4	3%	u	u	-17%	-33%[inhibitor]	-1%
CNS(=O)(=O)c1ccc2c3c(cccc13)C(=O)N2	0.1	-2%	4	-11%	97%[activator]	124%[activator]	-17%	u	u
O=C(CCl)Nc1cc(S(=O)(=O)N2CCCCCC2)ccc1Cl	-4.4	-3%	-6	-6%	u	11µM*	u	-19%	-5%
O=C(NCc1ccco1)c1ccc(Cn2c(=O)c3ccccc3n(Cc3cccc(F)c3)c2=O)cc1	-3.5	-7%	-13	15µM*	-24%	u	-27%	i	0%
CCCCCCC(=O)N/N=C/c1c(O)n(C(C)CC)c(=S)[nH]c1=O (stereo not given)	2.6	-20%	-26	-1%	u	-23%	-15%	i	-4%
Cc1cccnc1-n1c(C)nc2ccccc2c1=O	-0.4	4%	-2	-7%	2%	-6%	8%	i	-3%
Cc1c(C)n(O)c2ccc3nonc3c12	1.4	6%	-7	19µM*	3%	23%	-3%	i	7%
Cc1c(O)ccc2c3c(c(=O)oc12)CCC(C)C3 (stereo not given)	0.6	-8%	-9	-9%	28%	162%[activator]	1%	-7%	-3%
Cc1cccc(-c2nc(CN3C(=O)CN=C(c4ccccc4)c4ccccc43)c(C)o2)c1	x	x	x	x	u	-11%	x	-25%	-8%
O=S(=O)(NC1CCCC1)OCC(Cl)(Cl)Cl	-0.1	-6%	-6	-14%	11%	16%	2%	-34%[inhibitor]	1%
FC(F)(F)c1cccc(-n2nnnc2C2(N3CCOCC3)CCCCC2)c1	0.0	-2%	-2	-3%	-6%	1%	u	i	-3%
CN(C)c1ccc(/C=C/c2cc[n+](C)c3ccccc23)cc1	-7.5&0.5	-8%&-3%	-26&3	-4%&5%	u	u	-10%&5%	-35%&-34%[inhibitor]	-12%&1%
Cc1ccc(CN2CCN(C)CC2)c(C)c1	-2.5	-4%	0	-1%	-4%	0%	-2%	4%	-1%
CCN(CC)C(=O)c1ccc(NC(=O)c2ccc(-n3cncn3)c([N+](=O)[O-])c2)cc1	1.8	x	-7	-5%	11%	-8%	-13%	i	-2%
CN1CCN(c2ccc3c(c2)S(=O)(=O)c2ccccc2C3=O)CC1	-0.9	3%	6	-2%	80%[activator]	114%[activator]	4%	-37%[inhibitor]	-1%
COc1ccc(C(=O)N2CCOCC2)cc1S(=O)(=O)N1CCC(C)CC1	-1.4	-7%	0	-3%	14%	-13%	12%	-6%	-13%
O=C(C[N+]12CCC(CC1)C(C(O)(c1ccccc1)c1ccccc1)C2)c1ccc(Br)cc1 (stereo not given)	1.9	-4%	-8	0%	-7%	2%	8%	-18%	-7%
OCc1cnc[nH]1	-0.4	-1%	2	-15%	4%	10%	-12%	-5%	-2%
COC(=O)C1=C(c2ccc(OC(F)(F)F)cc2)C[C@@H]2CC[C@H]1N2C(=O)NCCc1ccccc1	-0.3	x	3	-13%	15%	2%	-15%	i	-5%
OC1/C(=C/c2ccc(F)cc2)N2CCC1CC2 (stereo not given)	-0.9	0%	4	-8%	5%	0%	0%	i	-3%
CN1C(C(=O)N2CCC3(CC2)OCCO3)=CC(c2ccc(F)cc2)=NS1(=O)=O	-1.6	4%	0	-11%	-15%	6%	-19%	i	-1%
COC(=O)C1=C(c2ccccc2)C[C@@H]2CC[C@H]1N2C	0.6	9%	-2	-7%	16%	8%	-16%	i	-3%
O=C1NC(=O)C(=Cc2ccc(Oc3ccc([N+](=O)[O-])cc3)cc2)C(=O)N1	0.0	-6%	-58*	3µM*	-11%[7.66 µM]	3%[7.66 µM]	3%	-11%	-2%
COCCNC(=O)CN1C(=O)CN=C(c2ccccc2)c2ccccc21	-3.4	0%	-2	-1%	-17%	-1%	-1%	i	1%
CCN(CC)S(=O)(=O)c1ccc(C(=O)NC2CN3CCC2CC3)cc1 (stereo not given)	0.3	4%	6	5%	7%	0%	7%	i	-1%
Nc1nnc(P(c2ccccc2)c2ccccc2)s1	0.5	2%	8	-10%	7%	4%	-9%	i	7%
COc1ccc(CCNC2CCCCCC2)cc1	-0.5	-3%	7	-8%	-26%	0%	-7%	21%	10%
CCCCC12CNCC(C)(CNC1)C2=O	-2.9	0%	x	-5%	0%	-1%	-3%	-46%[inhibitor][57.5 µM]	1%
CCOc1ccc(-n2c(O)c(C=Nc3ccc(N(CC)CC)cc3)c(=O)[nH]c2=O)cc1	24	-12%	x	u	-5%	4%	9%	u	-1%
CC(C)n1cc(NC(=O)c2cc(-c3ccccc3)on2)cn1	0.2	-4%	6	-17%	-42%	u	4%	i	5%
